Screening results from PubChem.
KCNQ2 inh: KCNQ2 potassium channel inhibitors, primary screen, cell-based, CHO-K1, FluxOR thallium flux, B-score (AID 2156). actives 1.1% (n = 310,000). 20 min; stronger effect = lower value. Potassium voltage-gated channel subfamily KQT member 2 (Rattus norvegicus), O88943. B-score at 10 µM;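 active means fluorescence ratio B-score at most minus 3 library SDs, with starting brightness B-score within 2 library SDs, cut at about -5.5 in these data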
OX1R FRET antag: antagonists of human orexin 1 receptor (OX1R); Orexin/Hypocretin receptor type 1 (Homo sapiens), O43613; OX1R-expressing cells, FRET antagonist read-out; inhibition, % at 6.6 µM; actives 1.8% (n = 330,000); in the data active means inhibition mostly above about 38%, no sharp cut-off; inactive means mostly below about 40%;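 further: 0% = agonist challenge alone and 100% = reference antagonist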
Target sequence (O43613 whole entry, looked up): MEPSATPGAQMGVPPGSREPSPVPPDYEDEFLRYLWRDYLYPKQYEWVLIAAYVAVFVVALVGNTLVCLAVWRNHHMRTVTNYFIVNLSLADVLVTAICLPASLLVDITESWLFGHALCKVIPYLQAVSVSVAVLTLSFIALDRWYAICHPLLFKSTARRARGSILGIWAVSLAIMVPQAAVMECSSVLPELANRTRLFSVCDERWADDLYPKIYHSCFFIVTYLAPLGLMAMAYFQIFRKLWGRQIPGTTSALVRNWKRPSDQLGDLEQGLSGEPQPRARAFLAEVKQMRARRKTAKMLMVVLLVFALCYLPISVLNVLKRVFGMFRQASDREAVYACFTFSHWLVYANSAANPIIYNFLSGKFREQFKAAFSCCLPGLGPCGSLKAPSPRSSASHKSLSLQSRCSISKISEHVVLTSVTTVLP
STK33 inh: inhibitors of purified STK33 kinase, primary screen, biochemical, ADP-Glo luminescence, homogeneous, cell-free; AID 2661, 2010; inhibition, % at 10 µM; MBP phosphorylation; actives 0.073% (n = 320,000); Serine/threonine-protein kinase 33 (Homo sapiens), Q9BYT3;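 active means inhibition at or above 25%, using the most active replicate where run in duplicate; inactive means inhibition below 25%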
Target sequence (Q9BYT3 whole entry, looked up): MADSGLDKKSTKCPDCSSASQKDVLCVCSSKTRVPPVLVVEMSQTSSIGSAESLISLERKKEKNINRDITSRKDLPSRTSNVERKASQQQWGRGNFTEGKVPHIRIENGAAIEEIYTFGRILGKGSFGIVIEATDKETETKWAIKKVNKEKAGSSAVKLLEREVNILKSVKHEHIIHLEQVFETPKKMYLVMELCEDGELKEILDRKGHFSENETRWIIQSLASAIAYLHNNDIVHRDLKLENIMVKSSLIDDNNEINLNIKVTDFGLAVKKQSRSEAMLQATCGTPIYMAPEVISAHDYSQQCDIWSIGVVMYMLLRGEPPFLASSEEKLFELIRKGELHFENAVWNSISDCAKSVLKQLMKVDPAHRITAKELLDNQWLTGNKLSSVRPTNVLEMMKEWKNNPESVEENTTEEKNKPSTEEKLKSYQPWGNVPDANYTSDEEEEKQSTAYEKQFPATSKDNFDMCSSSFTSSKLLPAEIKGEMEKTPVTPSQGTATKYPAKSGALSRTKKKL
* hit, by the source's call; i = inactive; nt = not tested or not shown; & = joins results of further samples.

SMILES | KCNQ2 inh | OX1R FRET antag | STK33 inh
COc1ccc(N2CCN(S(=O)(=O)c3ccc4c(c3)NC(=O)C(C)C(=O)N4)CC2)cc1 (stereo not drawn) | i | 5.9 | 9.1
Cc1[nH]c2ccccc2c1/C=C(/C#N)C(=O)NC(C)C | i | 10.0 | -0.7
CC(=O)N1CCN(CC(=O)Nc2cc(S(=O)(=O)N3CCCCC3)ccc2C)CC1 | nt | 1.1 | -1.2
COc1ccc(NS(=O)(=O)c2ccc(O)c(C(=O)OCC(=O)N3CC(C)OC(C)C3)c2)cc1 (stereo not drawn) | i | 12.0 | -0.3
COc1ccc(NC(=S)N2CCCC(c3nc4ccc(C)cc4[nH]3)C2)c(OC)c1 (stereo not drawn) | i | 12.5 | -0.4
CCOC(=O)c1sc2nc(C)nc(Nc3ccccc3)c2c1C | i | 31.7 | -0.3
Nc1cccc(C(=O)Nc2ccco2)c1 | i | 10.7 | 1.8
O=C(CCCl)Nc1nc2c(s1)CCc1ccccc1-2 | i | -0.2 | 0.2
N#Cc1nc(-c2ccccc2)oc1NCCN1CCCCC1 | i | 3.7 | 0.1
CN(C)c1nc(-c2cccnc2)nc(-c2ccc(Cl)cc2)c1C#N | i | 6.3 | -1.2
O=C(Nc1ccc(F)cc1)Nc1cnccn1 | i | 4.5 | 1.7
CNC(=O)Nc1ccc(S(N)(=O)=O)cc1 | i | 2.9 | -1.2
COc1cccc2c(C)c(C(=O)O)[nH]c12 | i | 2.1 | 0.2
CC(C)CN(CC(C)C)CC(O)COc1ccc([N+](=O)[O-])cc1 (stereo not drawn) | i | 10.1 | 1.2
O=c1[nH]c(S)nc2sc3c(c12)CCCC3 | i | 8.5 | -0.7
CCCc1[nH]nc2c1C(c1ccoc1)C(C#N)=C(N)O2 (stereo not drawn) | i | 11.7 | 0.7
COc1ccccc1/C=C/C(=O)NCc1cccnc1 | i | 20.2 | 0.6
COc1ccc(OC)c(NC(=O)c2ccc(-c3cccs3)cc2)c1 | i | 55.1* | 1.1
CCn1c(SCC(=O)NC(=O)c2ccccc2OC)nc2ccccc21 | i | 30.9 | -3.2
Cc1nnc2c3ccccc3c(-c3cccs3)nn12 | i | 32.2 | nt
O=C(NCc1ccco1)C(=O)NCc1ccccc1Cl | i | 5.7 | -0.9
CC(C)(C)[C@H]1CCC(=O)N([C@H](CSc2ccc(Br)cc2)Cc2ccccc2)CC1 | nt | 2.3 | -0.2
O=C(Nc1ccnn1C1CCN(Cc2cccc(OCCO)c2)CC1)c1cccc(F)c1 | i | 24.3 | -0.2
CN1C(=O)c2ccc(C(=O)Nc3cccnc3)cc2C1=O | i | nt | 0.5
C[C@]12CCC(=O)C=C1C=C[C@@H]1[C@@H]2CC[C@@]2(C)[C@H]1CC[C@@]21CCC(=O)O1 | i | nt | -1.0
CCCn1cnc2cc(NC(=O)c3cccs3)ccc21 | i | 12.2 | 0.2
COCC(C)n1c(C)cc(C(=O)COC(=O)c2nn(C)c(=O)c3ccccc23)c1C (stereo not drawn) | nt | 14.6 | -0.9
O=C(CSc1nnc(NC(=O)c2c(F)cccc2F)s1)Nc1ccc(F)cc1 | i | 26.3 | -3.8
CCC(C(=O)OCC(=O)Nc1cccc(C(C)=O)c1)c1ccccc1 (stereo not drawn) | i | 22.4 | 1.3
O=C(Cc1cn2ccsc2n1)OCc1ccccc1 | i | 29.8 | -0.5
COC(=O)COc1ccc(S(=O)(=O)N2CCOCC2)cc1 | i | 15.3 | -4.3
CCC1S/C(=N/N=C/c2cccs2)NC1=O (stereo not drawn) | i | 10.0 | 0.9
O=C(O)CCNS(=O)(=O)c1ccc2c(c1)OCCCO2 | i | 3.1 | -0.5
CC(C)C1Oc2ccccc2N(CC(=O)N(C)C2CCCCC2)C1=O (stereo not drawn) | i | 35.2 | 0.7
CC(C)c1nc(SCc2ccccn2)c2c(=O)n(C)c(=O)n(C)c2n1 | i | 15.0 | -1.1
CC(=O)Nc1ccc(Cl)cc1C1COC(=O)C1=N (stereo not drawn) | i | 12.3 | -0.6
CCC(=O)NNc1ncnc2c1cnn2-c1cccc(C)c1 | i | 14.3 | 0.2
CCCCNC(=O)c1nn2c(C(F)(F)F)cc(-c3ccc(OC)cc3)nc2c1Br | i | 26.2 | -0.7
O=C(O)CCCC(=O)N1N=C(c2c(-c3ccccc3)c3cc(Cl)ccc3[nH]c2=O)CC1c1cccs1 (stereo not drawn) | i | 18.6 | -0.8
CN(C(=O)c1ccccn1)C1(C(=O)NC2CCCCC2)CCCCC1 | i | 2.2 | 0.7
COc1cc(=O)[nH]c(SCC(=O)Nc2nc3c(s2)CCCC3)n1 | i | 6.3 | -0.9
CCc1nnc(NC(=O)c2ccc(OC)cc2)s1 | i | 10.9 | 0.4
O=[N+]([O-])c1ccc(Cl)c(S(=O)(=O)/N=C(/c2ccccc2)N2CCOCC2)c1 | i | 51.3* | -2.4
Cc1nc(SCC(C)C)[nH]c(=O)c1Cc1ccccc1 | i | 13.9 | -1.5
C[C@H](NC(=O)c1ccc(Br)cc1)C(=O)NCc1ccc(S(N)(=O)=O)cc1 | i | 6.4 | -0.7
COc1ccc(CC(=O)Nc2ccc(-c3cn4ccccc4n3)cc2)cc1 | i | 18.5 | -1.6
CN(c1ccc(C(=O)NCc2ccncc2)cc1)S(=O)(=O)c1ccc(Cl)cc1 | i | 45.2 | -0.3
O=c1c2cn[nH]c2[nH]c(=S)n1-c1ccccc1Cl | i | 5.4 | -2.2
CCn1ccc(C(=O)Nc2ccsc2C(=O)OC)n1 | i | 17.2 | 7.8
O=C(NC1CCCC1)C(c1ccncc1)N(C(=O)c1ccco1)c1ccccc1 (stereo not drawn) | i | 15.6 | 5.5
C=CC[C@H](CC(=O)N(CCO)Cc1ccccc1)C(=O)N[C@H](COC(=O)[C@@H](CC=C)CC(=O)OC(C)(C)C)c1ccccc1 | nt | 8.5 | -0.4
CNCCOc1nc(N2CCOCC2)nc(C)c1[N+](=O)[O-] | i | 11.9 | -1.2
CC(C)N1CC(COc2ccccc2Cl)OC1=O (stereo not drawn) | i | 26.6 | -1.3
COc1ccc(C2CC(=O)Oc3cc(O)cc(O)c32)cc1 (stereo not drawn) | i | 27.9 | 0.5
CC(C)(C)c1ccc(NC(=O)c2ccc3c(c2)S(=O)(=O)c2ccccc2C3=O)cc1 | i | 4.2 | -0.6
CC(C)CC(=O)NC(=S)Nc1ccc(S(=O)(=O)NC(C)(C)C)cc1 | i | 26.4 | -0.1
O=C1OCCC1Sc1ncnc2sc3c(c12)CCC3 (stereo not drawn) | i | 2.8 | -0.3
CSc1nc(Cc2ccccc2)cc(=O)[nH]1 | i | 15.4 | -1.7
CCS(=O)(=O)c1ccc(OC)c(N=Nc2ccc(O)c3ncccc23)c1 | i | 20.7 | -2.9
COc1ccc(/C(N)=N/OC(=O)c2ccc(Br)o2)cc1 | i | 3.3 | -1.8

Later entries.
SMILES | KCNQ2 inh | OX1R FRET antag | STK33 inh
COC(=O)c1ccc(NC(=O)C2CC(=O)OC2c2ccccc2)cc1 (stereo not drawn) | i | 14.4 | -2.1
CCC(=O)N1N=C(c2ccc(C)o2)CC1c1ccc(OC)cc1 (stereo not drawn) | i | 30.9 | -0.5
Cc1ccc(S(=O)(=O)N2CCC(C(=O)N3CCC3)CC2)cc1 | i | 6.0 | -2.2
CCC1CCCCN1S(=O)(=O)c1ccc(C(=O)Nc2nnc(-c3ccccc3Cl)o2)cc1 (stereo not drawn) | i | 8.5 | -0.3
CC(=O)OCC(=O)[C@@]1(O)CC[C@H]2[C@@H]3CCC4=CC(=O)CC[C@]4(C)[C@H]3[C@@H](O)C[C@@]21C | i | 16.5&22.4 | -0.2&0.5
CCc1ccc(S(=O)(=O)c2cn(C)c3cc(OC)c(OC)cc3c2=O)cc1 | i | 1.9 | -2.7
Oc1ccc2ccccc2c1N=Nc1ccc(F)cc1 | i | 12.6 | -0.8
N#Cc1cc([N+](=O)[O-])ccc1NC(=O)COC(=O)C1CCC(=O)N1 (stereo not drawn) | nt | 42.5* | -0.2
O=C(OCCN1CCCCC1)C1(c2ccccc2)CCCC1 | i | 7.3 | -2.2
COc1ccc(C2C(C(=O)NCc3ccccn3)c3ccccc3C(=O)N2C)cc1OC (stereo not drawn) | i | 12.8 | 0.2
CCOC(=O)C1(CC2CC2)CCN(Cc2cnc(-c3ccc(OC)cc3)nc2)CC1 | i | 19.6 | 0.0
c1coc(CSCc2cn3cccnc3n2)c1 | i | 13.2 | -0.3
Oc1[nH]c2ccc(Br)cc2c1N=NC(=S)N1CCOCC1 | i | 44.9 | 3.3
COc1ccc(-c2cc(C)nc(SCc3cccc(C(=O)O)c3)n2)cc1 | i | 16.2 | -1.5
COc1ccc(-c2c(-c3cc(OC)cc(OC)c3)n(C)c3ccc(-c4cccc5[nH]ccc45)cc23)cc1 | nt | -1.7 | -0.1
Cc1sc2ncn(CC(=O)NCCCC(=O)N3CCN(Cc4ccc5c(c4)OCO5)CC3)c(=O)c2c1C | i | 21.1 | -0.6
O=C(OCC1OC(n2ccc(=O)[nH]c2=O)C(Cl)C1O)c1ccccc1 (stereo not drawn) | i | nt | -1.5
Cc1cc(=O)oc2cc(O[C@@H]3O[C@H](CO)[C@@H](O)[C@H](O)[C@H]3O)ccc12 | i | -3.3 | 0.0
COc1ccc(C2C(C#N)=C(N)OC3=C2C(=O)CC(C)C3)c(OC)c1OC (stereo not drawn) | i | 6.9 | -0.9
CN(CC(=O)Nc1ccc(F)cc1)S(=O)(=O)c1ccc2c(c1)c(=O)n(C)c(=O)n2C | i | 10.0 | 0.7
Cc1ccc(C(=O)CSc2nccn2-c2ccccc2)cc1 | i | 21.0 | -0.2
O=C(N1CCOCC1)N(Cc1ccccc1)c1ccccn1 | i | 12.3 | -1.0
CCN1CC2=C(OC(N)=C(C#N)C2c2cccs2)/C(=C\c2cccs2)C1 (stereo not drawn) | i | 16.4 | -1.0
c1cncc(CNc2ccc3c(c2)OCO3)c1 | i | 16.5 | -0.5

Part of the list above in order of count of non-hydrogen atoms, highest first.
SMILES | KCNQ2 inh | OX1R FRET antag | STK33 inh
COc1ccc(-c2cc(C)nc(SCc3cccc(C(=O)O)c3)n2)cc1 | i | 16.2 | -1.5
Cc1cc(=O)oc2cc(O[C@@H]3O[C@H](CO)[C@@H](O)[C@H](O)[C@H]3O)ccc12 | i | -3.3 | 0.0
O=C(N1CCOCC1)N(Cc1ccccc1)c1ccccn1 | i | 12.3 | -1.0
c1cncc(CNc2ccc3c(c2)OCO3)c1 | i | 16.5 | -0.5

The listing continues.
SMILES | KCNQ2 inh | OX1R FRET antag | STK33 inh
CC(C)n1c(O)c(N=NC(=O)Cn2ccc(C(F)(F)F)n2)c2ccccc21 | i | 21.4 | -2.0
COc1cccc(COCCN2CCN(S(=O)(=O)c3ccc(C)cc3)CCC2=O)c1 | i | 6.9 | -0.1
COC(=O)Cn1c(O)c(N=NC(=O)CNC(=O)c2ccc3c(c2)OCCO3)c2ccccc21 | i | 31.0 | 0.8
COc1cc(OC)nc(NC(=O)CN2CCN(c3ccc(F)cc3)CC2)n1 | i | 8.7 | -0.2
COc1ccc(S(=O)(=O)NCC(=O)NCc2cc(=O)n(C)c(=O)n2C)cc1F | i | 17.8 | 0.2
Cc1ccc(NC(=O)NCCCN2CCOCC2)cc1 | i | 16.4 | -1.1
COc1cc(C)c(/C=C(\C#N)C(=O)Nc2cccc(C)c2)cc1C(C)C | i | 14.1 | 6.0
Cc1cc(O)c(-c2cc(C(=O)NCc3ccc4c(c3)OCO4)[nH]n2)cc1C | i | 13.2 | -0.8
Cc1cc(=O)c(C(=O)O)cn1-c1ccc(C(C)C)cc1 | i | 7.5 | 0.4
CC1Cn2c(nnc2-c2cc3ccccc3cc2O)S1 (stereo not drawn) | i | 34.0 | 0.2
COc1cc(C)nc(NS(=O)(=O)c2ccccc2Cl)n1 | i | 4.4 | -1.1
CCc1ccccc1S(=O)(=O)Cc1ccc(C(=O)NC(C)C)o1 | i | 9.6 | -0.3
COc1ccc(/C([O-])=C(/C(=S)Nc2ccc(C)c(C)c2)n2c[n+](C)c3ccccc32)cc1OC | i | 30.1 | -0.8
Cc1ccc(N2CCN(c3ccc(C)cc3)C2c2ccncc2)cc1 | i | 5.9 | 1.2
CCOC(=O)c1c(NC(=O)CSc2n[nH]c(-c3ccco3)n2)sc(C)c1C | i | 18.8 | 0.7
Cc1ccc(C(=O)CSc2nnc(-c3ccco3)o2)o1 | i | -0.2 | 0.2
O=C(Cn1cnc2c(nnn2-c2cccc(Cl)c2)c1=O)NCc1ccccc1 | i | 14.1 | 0.0
CN(C)CC(C)(C)CNC(=S)Nc1ccc(S(=O)(=O)N2CCOCC2)cc1 | i | 10.2 | -1.8
Cc1cccc(NC(=O)c2c([N+](=O)[O-])c(C(C)(C)C)nn2C)c1 | i | 35.0 | 0.1
O=C(CCNC(=O)Cn1cnc2ccccc2c1=O)NCC1COc2ccccc2O1 (stereo not drawn) | i | 18.9 | 0.1

Profiles from above.
`O=C(Nc1ccnn1C1CCN(Cc2cccc(OCCO)c2)CC1)c1cccc(F)c1` is listed with KCNQ2 inh: i; OX1R FRET antag: 24.3; STK33 inh: -0.2
`Cc1sc2ncn(CC(=O)NCCCC(=O)N3CCN(Cc4ccc5c(c4)OCO5)CC3)c(=O)c2c1C` is listed with KCNQ2 inh: i; OX1R FRET antag: 21.1; STK33 inh: -0.6
